Bioassay records from PubChem BioAssay.
Mito fusion yeast: mitochondrial division inhibition or fusion activation; AID 485298; Potency, µM (doses to about 46.1 µM), without a hit: at the highest dose growth rescue (activation), usual class: activators; S. cerevisiae fusion-defective mutant growth rescue, CellTiterGlo 48 h; 0.23% of 320,000 active;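 further: potency means the concentration at half of the fitted maximal effect; % of control where 0% means no effect; nearly all actives have a fitted effect of over 45% in size; temperature-sensitive fusion mutants such as fzo1-1 at 37 °C on non-fermentable ethanol glycerol medium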
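Growth-rescue viability read-out: after 48 h at the non-permissive 37C in glycerol/ethanol YPEG, yeast mitochondrial fusion mutants are measured by CellTiterGlo luminescence; compounds (23 nl pinned per well) restoring growth score as division inhibitors or fusion activators.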
NPC1 prom act: activates the NPC1 promoter; Potency, µM (highest dose often 9.22 µM), without a hit: at the highest dose activation, actives largely listed as activators; Huh7 NPC1 promoter luciferase reporter, 24 h; AID 485313; 2.4% of 320,000 active;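 further: potency means the concentration at half of the fitted maximal effect; % of control where 0% means no effect; nearly all actives have a fitted effect of over 60% in size; reporter is driven by a mutant NPC1 promoter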
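Luminescence from an NPC1 promoter-driven luciferase reporter in stably transfected Huh7 cells was measured after 24 h compound treatment at 37 °C, followed by 10 min ambient incubation with luciferase detection reagent.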
Menin-MLL TR inh: displaces Texas Red mutant MLL peptide from human menin; O00255; Menin + Texas Red MLL mutant peptide, fluorescence polarization; Potency, µM (top dose mostly 61.6 µM), for inactives: at the highest dose FP activity change, negative = inhibition, usual class: inhibitors; 0.23% of 270,000 active; active means well fitted inhibition curve with a large enough effect in the polarisation, with a control signal flat, not every such curve was filed as active; inconclusive means small, poorly fitted or top-dose-only effect, or effect the other way, or a change in a side signal; inactive means no such curve, though single readings can be large or run the other way; the % refers to the polarisation; further: potency means the concentration at half of the fitted maximal effect; % of control where 0% means no effect; many of its hits are not listed in these tables
MBNL1 CUG block: MBNL1-poly(CUG) RNA binding inhibition; TR-FRET MBNL1-His/biotin-(CUG)12 binding, 665/545 ratio; Potency, µM (titrated, usually from 57.5 µM), inactives show top-dose activity change, negative = inhibition, actives largely listed as inhibitors; 0.036% of 280,000 active; active means well fitted inhibition curve with a large enough effect in the signal ratio, with a control signal flat, not every such curve was filed as active; inconclusive means small, poorly fitted or top-dose-only effect, or effect the other way, or a change in a side signal; inactive means no such curve, though single readings can be large or run the other way; the % refers to the signal ratio; further: potency means the concentration at half of the fitted maximal effect; on the % scale 0 is the no-effect control and ±100 the full control effect
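Compound titration spanned 92 nM–58 uM against the MBNL1-His/biotin-(CUG)12 complex. After 60 min at room temperature with 5 nM streptavidin-XL665 and 0.055 ng/ul terbium anti-His, ratiometric 665/545 nm emission (Ex 340 nm) normalized to controls.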
Rab9 promoter act: activators of Rab9 promoter. Huh7 Rab9 promoter-luciferase reporter, luminescence, 24 h. Potency, µM (titrated, usually from 9.22 µM), for inactives: at the highest dose activation, negative = inhibition, actives largely listed as activators. 2.8% of 320,000 active. AID 485297; further: potency means the concentration at half of the fitted maximal effect; % of control where 0% means no effect; nearly all actives have a fitted effect of over 60% in size
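Measured in stably transfected Huh7 cells bearing a Rab9 promoter–luciferase construct: 24 h compound treatment at 37 °C, followed by luminescence detection.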
RORg inh: ROR gamma (mouse) transcription inhibition; Drosophila S2 Gal4-RORgamma UAS-luciferase reporter, 20 h; Potency, µM (series often up to 53.6 µM), for inactives: top-dose activity change, negative = inhibition, usual class: inhibitors; 5.4% of 310,000 active; P51450; further: potency means the concentration at half of the fitted maximal effect; on the % scale 0 is the no-effect control and ±100 the full control effect; nearly all actives have a fitted effect of over 60% in size
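Schneider cells (Drosophila), stable Gal4 DBD–ROR gamma + UAS-luc; 1 hr cmpd preincubation; Cu2+ induction 700 uM final; 20 hr ambient; luminescence.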
FLuc modulator: counter-screen for miR-21 project: firefly luciferase inhibitors or activators; P08659; purified FLuc, Km substrates, luminescence inhibition; Potency, µM (series often up to 57.5 µM), for the others: top-dose activity change, negative = inhibition, actives largely listed as inhibitors; 6.9% of 360,000 active; AID 588342;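 further: potency means the concentration at half of the fitted maximal effect; plate controls were vehicle for no effect and reference inhibitor for full effect; nearly all actives have a fitted effect of over 55% in size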
Target sequence (P08659 whole entry, looked up): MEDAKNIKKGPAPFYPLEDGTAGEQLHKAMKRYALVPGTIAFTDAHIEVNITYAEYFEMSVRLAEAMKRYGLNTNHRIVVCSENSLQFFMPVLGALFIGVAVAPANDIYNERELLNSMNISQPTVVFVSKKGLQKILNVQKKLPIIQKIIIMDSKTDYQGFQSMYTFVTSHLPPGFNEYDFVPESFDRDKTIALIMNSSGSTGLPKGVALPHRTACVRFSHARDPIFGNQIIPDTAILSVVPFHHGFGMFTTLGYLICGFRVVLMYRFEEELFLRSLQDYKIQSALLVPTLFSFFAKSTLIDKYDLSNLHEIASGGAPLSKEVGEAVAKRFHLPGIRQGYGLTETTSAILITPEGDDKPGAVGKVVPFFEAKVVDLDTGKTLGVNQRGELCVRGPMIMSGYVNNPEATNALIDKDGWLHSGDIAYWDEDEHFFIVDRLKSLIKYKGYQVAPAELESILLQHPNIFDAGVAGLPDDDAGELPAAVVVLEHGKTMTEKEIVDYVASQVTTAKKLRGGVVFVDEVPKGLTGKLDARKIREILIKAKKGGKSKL
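Biochemical qHTS of compounds, final roughly 60 µM downward over six points, against 10 nM purified firefly luciferase using Km concentrations of substrates (10 uM D-luciferin, 10 uM ATP) in Tris acetate pH 7.5 buffer; luminescence output.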
ELG1 DNA repair: inhibitors of ELG1-dependent DNA repair in HEK293T cells | HEK293T ELG1-luciferase reporter, luminescence, 16 h; DNA damage induced by 5-fluorouridine | Potency, µM (titrated, usually from 46.1 µM), for inactives: top-dose activity change, negative = inhibition, usual class: inhibitors | 2.3% of 330,000 active; further: potency means the concentration at half of the fitted maximal effect; on the % scale 0 is the no-effect control and ±100 the full control effect; nearly all actives have a fitted effect of over 55% in size
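In this reporter screen, reduction of luminescence relative to DMSO vehicle indicated activity. Compounds and 5-fluorouridine were added together to 2,000 cells per well, incubated for 16 hr at 37 °C, then developed with ONE-Glo.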
Gal4-VP16 FLuc: counter-screen for ROR gamma inhibitors: Gal4-VP16 reporter; Drosophila S2 Gal4-VP16 UAS-luciferase, luminescence, 20 h; 3.5% of 310,000 active; AID 2546; Potency, µM (highest dose often 53.6 µM), for inactives: at the highest dose activity, negative = inhibition, most hits filed as inhibitors;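 further: Gal4-VP16 expression switched on by copper sulfate through the metallothionein promoter; potency means the concentration at half of the fitted maximal effect; on the % scale 0 is the no-effect control and ±100 the full control effect; nearly all actives have a fitted effect of over 50% in size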
PKM2 activator: PKM2 (human) enzyme activation; AID 1631; P14618; Potency, µM (titrated, usually from 57.5 µM), for the others: at the highest dose activation, actives largely listed as activators; 0.34% of 260,000 active; purified PKM2, Kinase-Glo ATP luminescence, activation; response scale: 0% is enzyme alone, no compound; further: potency means the concentration at half of the fitted maximal effect; on the % scale 0 is the no-effect control and ±100 the full control effect; nearly all actives have a fitted effect of over 55% in size
Target sequence (P14618 whole entry, looked up): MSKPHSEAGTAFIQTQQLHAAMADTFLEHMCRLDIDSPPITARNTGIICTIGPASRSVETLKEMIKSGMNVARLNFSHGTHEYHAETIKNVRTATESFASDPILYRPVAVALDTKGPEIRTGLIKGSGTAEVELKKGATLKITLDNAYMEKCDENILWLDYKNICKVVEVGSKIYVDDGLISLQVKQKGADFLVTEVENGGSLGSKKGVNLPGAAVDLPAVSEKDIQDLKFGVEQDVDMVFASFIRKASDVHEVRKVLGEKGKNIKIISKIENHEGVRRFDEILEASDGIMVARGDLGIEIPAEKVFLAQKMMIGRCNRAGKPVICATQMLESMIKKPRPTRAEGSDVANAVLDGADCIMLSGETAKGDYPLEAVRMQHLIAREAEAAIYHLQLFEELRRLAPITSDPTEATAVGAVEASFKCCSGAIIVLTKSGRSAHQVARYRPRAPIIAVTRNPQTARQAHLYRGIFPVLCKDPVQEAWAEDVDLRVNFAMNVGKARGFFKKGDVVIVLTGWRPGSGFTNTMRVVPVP
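Kinase-Glo luminescence reports ATP generated from ADP (0.1 mM) and PEP (0.5 mM) by purified hPK-M2 after 1 h at room temperature, pH 7.2 imidazole buffer; intermediate enzyme activity allows detecting inhibitors and activators.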
KCNH2 3.1 inh: inhibitors of human KCNH2 3.1 potassium channel isoform | 0.95% of 340,000 active | U2OS KCNH2 3.1, thallium flux FluxOr; active compounds read low | activity change, % (tested at about 1.8 µM);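 active means maximum activity change below -70%; inconclusive means maximum activity change from -70% to -50%; inactive means maximum activity change above -50%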;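 further: thallium influx rate constant from kinetic fluorescence after stimulation buffer; on the % scale 0 is the no-effect control and ±100 the full control effect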
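We transduce U2OS cells with the mutant 3.1 virus, culture them overnight, load FluxOr with Red40 quencher for 45 min, then add stimulation buffer and read kinetically for 2 min to derive a normalized rate constant.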
* marks the source's active call; other numbers are inactive results; ? = inconclusive; · = not tested or not shown; & = joins results of further samples. Unless noted, the call rests on the fitted dose curve; in most records, active means well fitted curve in the direction sought with a large enough effect; inconclusive means small, poorly fitted or top-dose-only effect, or another doubt; inactive means no such curve, though single readings can be large; an effect the other way counts as inactive or inconclusive.

Values run as follows: Mito fusion yeast	NPC1 prom act	Menin-MLL TR inh	MBNL1 CUG block	Rab9 promoter act	RORg inh	FLuc modulator	ELG1 DNA repair	Gal4-VP16 FLuc	PKM2 activator	KCNH2 3.1 inh
> COC(=O)COC(=O)c1ccc(O)cc1
→ -1%	3%	-19%	5%	-5%	-12%	-1%	9%	-9%	1%	3
> CCN1CCN(c2ccc(S(=O)(=O)N3CCCCC3)cc2NC(=O)/C=C/c2ccc(OC)c(OC)c2)CC1
→ -5%	0%	·	·	-6%	·	15%	-4%	·	·	1
> CCCCn1c(NCc2ccccn2)nc2ccccc21
→ -3%	-3%	-4%	21%	10%	7.1µM*	-1%	13%	13µM*	8%	·
> O=C(CN1CCC(n2cnc3cc(F)ccc32)CC1)Nc1ccccc1Br
→ 3%	-9%	5%	-2%	5%	?	1%	-27%	2%	-8%	11
> COc1ccc(Cl)cc1NC(=O)c1cccc(NC(=O)CCC(=O)O)c1
→ -3%	1%	-15%	·	-12%	65%	5%	3%	-7%	14%	5
> COc1ccc(C(CNC(=O)CCC(=O)c2ccc(C)s2)N2CCOCC2)cc1 (stereo unspecified)
→ -2%	-4%	·	·	-4%	·	0%	7%	·	·	-8
> CCn1c(=O)n(CC(=O)N2CC(C)CC(C)C2)c(=O)c2ccccc21 (stereo unspecified)
→ -2%	-1%	-11%	-7%	1%	15%	-1%	0%	-4%	-5%	-14
> COc1cc(-c2cc(C(=O)Nc3ccc(O)cc3)c3ccccc3n2)cc(OC)c1OC
→ -5%	3%	·	13%	-8%	17%	?	5.8µM*	-13%	-2%	-1
> COC(=O)Cn1c(=NC(=O)CSC(C)=O)sc2ccccc21
→ 21%	-1%	-5%	-2%	-1%	4%	-1%	?	-7%	8%	-2
> CC(=O)c1cnc2cc(-c3ccc(C)cc3)nn2c1C
→ 7%	?	5%	-3%	3.5µM*	-13%	3.4µM*	?	?	-6%	-15
> N#CC1=C2SCC(O)(c3ccccc3)N2C(=O)CC1c1cccs1 (stereo unspecified)
→ 2%	-21%	-4%	?	-29%	?	3%	?	?	4%	-11
> COCCSc1nnc(NC(=O)COc2ccc3c(c2)OCO3)s1
→ -8%	7%	1%	3%	-5%	-1%	-8%	0%	?	-6%	1
> Cc1cc(C(=O)OCC(=O)N2CCOCC2)c2ccccc2n1
→ 1%	-1%	-1%	?	10%	3%	-6%	-2%	-6%	3.5µM*	2
> Cc1ccc(/C(O)=C2/C(=O)C(=O)N(CCN3CCOCC3)C2c2cccs2)cc1 (stereo unspecified)
→ 1%	-3%	3%	0%	7%	-13%	?	1%	1%	0%	-2
> Cc1cc(NC(=O)CSc2nnc(-c3ccc(O)cc3)o2)no1
→ -2%	14%	·	-3%	23%	-5%	-13%	?	-15%	?	-2
> CCOC(=O)N1CCC(N2Cc3cccc(C(=O)Nc4ccccc4OC)c3C2=O)CC1
→ 4%	-4%	·	2%	-7%	-26%	-1%	-10%	-1%	·	-31
> Cc1ccc(C)c(NC(=O)C2CC(Cl)=CCC2C(=O)O)c1 (stereo unspecified)
→ 0%	-5%	30%	-11%	-10%	5%	-2%	9%	-3%	-2%	6
> O=C(N/N=C/c1cccc([N+](=O)[O-])c1)c1cc2ccccc2o1
→ -5%	0%	11%	3%	1%	-13%	2%	23%	-14%	4%	9
> O=C(CSc1nnc(CN2CCOCC2)n1-c1ccc(Cl)cc1)Nc1cc(Cl)ccc1O
→ -2%	·	4%	-5%	·	?	9%	·	2%	2%	-32
> Cc1ccc2oc(C(=O)Nc3nnc(C)s3)c(C)c2c1
→ 6%	3.2µM*	6%	3%	1.4µM*	?	1.7µM*	?	?	6%	4
> Cc1nnc(SCC(=O)Nc2ccc(Cl)cn2)s1
→ -5%	-3%	-6%	-7%	0%	-15%	6%	10%	7%	7%	5
> O=C(CN1CCCC1)Nc1ccc(Br)cc1
→ -6%	2%	-1%	-5%	11%	-1%	-3%	6%	8%	-5%	-14
> CCN1C(=O)c2cccc3cccc1c23
→ 2%	-2%	-23%	?	1%	-15%	-9%	?	4%	2%	-5
> Cc1ccc(NC(=O)C(c2ccc(Cl)cc2Cl)N2CCCC2)cc1 (stereo unspecified)
→ 9%	-8%	-10%	-11%	2%	-8%	-1%	0%	-22%	1%	-42
> S=C1NC(c2ccccc2)=CC(c2ccccc2)N1 (stereo unspecified)
→ -1%	-4%	?	-1%	0%	3.5µM*	-8%	-11%	11µM*	2%	-12
> CCN1CN(CCc2ccccc2)CNC1=S
→ -6%	4%	-2%	-5%	-4%	13µM*	1%	4%	?	-12%	-5
> CSc1nc(N)nc(SCC(=O)CC(=O)OC(C)C)c1C#N
→ 3%	-7%	?	8%	-3%	45%	2%	-18%	23%	6%	3
> CC(=O)Nc1ccc(NC(=O)c2cc(S(=O)(=O)N3CCCCC3)ccc2C)cc1
→ -2%	-1%	·	·	-12%	·	-2%	?	·	·	3
> CC(C)N(C(=O)CN1C(=O)NC2(CCCCCC2)C1=O)C(C)C
→ 8%	-2%	-7%	-6%	1%	3%	-1%	3%	-6%	1%	2
> CN(CC(=O)Nc1cccc(F)c1)C(=O)CC1CC2CCC1C2 (stereo unspecified)
→ -2%	-3%	·	-2%	10%	-1%	1%	-7%	3%	0%	-3

Another view of some results above.
> CCN1C(=O)c2cccc3cccc1c23
  Mito fusion yeast: 2%	NPC1 prom act: -2%	Menin-MLL TR inh: -23%	MBNL1 CUG block: ?	Rab9 promoter act: 1%	RORg inh: -15%	FLuc modulator: -9%	ELG1 DNA repair: ?	Gal4-VP16 FLuc: 4%	PKM2 activator: 2%	KCNH2 3.1 inh: -5
> Cc1cc(NC(=O)CSc2nnc(-c3ccc(O)cc3)o2)no1
  Mito fusion yeast: -2%	NPC1 prom act: 14%	Menin-MLL TR inh: ·	MBNL1 CUG block: -3%	Rab9 promoter act: 23%	RORg inh: -5%	FLuc modulator: -13%	ELG1 DNA repair: ?	Gal4-VP16 FLuc: -15%	PKM2 activator: ?	KCNH2 3.1 inh: -2

New compounds follow:
Values run as follows: Mito fusion yeast	NPC1 prom act	Menin-MLL TR inh	MBNL1 CUG block	Rab9 promoter act	RORg inh	FLuc modulator	ELG1 DNA repair	Gal4-VP16 FLuc	PKM2 activator	KCNH2 3.1 inh
> NC(=O)c1cc(S(=O)(=O)N2CCN(c3ccc([N+](=O)[O-])cc3)CC2)cs1
→ 1%	1%	·	?	-6%	-26%	0%	-10%	?	·	?
> CSC(=NC1CCCCC1)NS(=O)(=O)c1ccccc1
→ 2%	-2%	-1%	2%	1%	15%	-2%	-12%	11%	0%	-7&-14
> N#CCC(=O)NNc1c([N+](=O)[O-])cc(C(F)(F)F)cc1[N+](=O)[O-]
→ -5%	0%	·	?	-3%	-18%	?	-25%	-23%	-29%	0
> COc1ccc(OC)c(NC(=O)c2cc3c(Cl)nc4ccccc4c3s2)c1
→ 0%	-5%	-6%	·	-3%	-8%	2%	5%	0%	-10%	-9
> O=C(CN(Cc1ccco1)C(=O)c1ccc(N2CCCC2=O)cc1)Nc1ccccc1C(F)(F)F
→ 2%	-2%	·	·	-1%	·	5%	-29%	·	·	-5
> O=C(NCCc1ccccc1)C1CCCN(c2nc3ccccc3s2)C1 (stereo unspecified)
→ -4%	-3%	?	-2%	-8%	-7%	1%	-8%	-14%	-10%	-8
> COc1cccc(NC(=O)CN(C)C(=O)c2c(C)nn(-c3ccccc3)c2Cl)c1
→ 8%	-1%	·	·	1%	·	-1%	-25%	·	·	-1
> Cc1ccc(S(=O)(=O)N[C@@H](CC(C)C)C(=O)NCc2ccco2)cc1
→ -1%	-3%	-2%	6%	-9%	1%	3%	-3%	-2%	-3%	-14
> CC(=O)N1c2ccccc2C2(O)N=C(C)SC12 (stereo unspecified)
→ 7%	-1%	·	-19%	10%	7.9µM*	?	-3%	4.5µM*	-50%	-17
> NC(=O)C1CCN(C2=C(NS(=O)(=O)c3ccc(Cl)cc3)C(=O)c3ccccc3C2=O)CC1
→ -7%	2%	·	?	13%	-7%	?	?	-17%	-8%	4

Only part of the results is shown; rates above refer to the full screens.
